# Vif-A3F inh – qHTS for Inhibitors of Vif-A3F Interactions: qHTS; HeLa A3F-eYFP + Vif (tagged APOBEC3F with the HIV-1 protein that degrades it), YFP fluorescence increase; Potency, µM (top dose mostly 46.1 µM), for the others: top-dose activity, negative = active; AID 602313, 2012; actives 0.2% (n = 390,000); note: potency is the fitted concentration of half-maximal effect; % of control where 0% means no effect; nearly all actives have a fitted effect of over 65% in size
#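 HeLa cells stably expressing Vif plus C-terminally eYFP-tagged A3F were seeded, incubated overnight at 37 deg C, dosed with compound, incubated overnight again at 37 deg C. Yellow fluorescence (Ex 488/Em 500-530) reported blocked Vif-mediated A3F-eYFP degradation.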
# PI4K2A inh – qHTS for small molecular inhibitors of PI4K2A | Phosphatidylinositol 4-kinase type 2-alpha (Homo sapiens), Q9BTU6 | purified PI4K2A, ADP-Glo luminescence, 1 h; active compounds read low | activity change, negative = inhibition, % at 76.9 µM | actives 0.13% (n = 420,000) | AID 1346378, 2018; in the data active = activity change below about -50%; inconclusive = mostly about -30% to -49%;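 note: -100% = wells without enzyme as full effect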
#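 Compounds are screened against recombinant PI4K2A using PI as substrate and ATP, the latter dispensed at 300 microM. Reactions run one hour at ambient temperature before ADP-Glo detection; full inhibition defined by wells lacking enzyme.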
# RXFP1 agonist – qHTS Assay for Agonists of the Relaxin Receptor RXFP1; Relaxin receptor 1 (Homo sapiens), Q9HBX9; AID 2676, 2010; HEK293T-RXFP1 cAMP TR-FRET, 30 min; response scale: percent of porcine relaxin response, buffer zero; Potency, µM (top dose mostly 57.5 µM), inactives show at the top dose activation, hits mostly activators; actives 0.3% (n = 370,000); note: potency is the fitted concentration of half-maximal effect; % is set by controls: 0 for no effect and ±100 for the full control effect; nearly all actives have a fitted effect of over 60% in size; many of its hits are not listed in these tables
#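 HEK293T cells stably expressing RXFP1 were pretreated with the PDE4 inhibitor Ro 20174, exposed to compounds for 30 min at 37C, lysed, and cAMP was read by TR-FRET. Data normalized to buffer (basal) and 29 nM porcine relaxin (100%).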
# LDHA inh – qHTS assay for inhibitors of human lactate dehydrogenase; L-lactate dehydrogenase A chain (Homo sapiens), P00338; purified LDHA, NADH/diaphorase-resazurin fluorescence; active compounds read low; activity change, % (values are at about 110 or 230 µM); actives 0.15% (n = 480,000); in the data active = activity change below about -30%; inconclusive = mostly about -25% to -30%;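 note: plate controls were DMSO wells for no effect and wells without enzyme for full effect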
#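 Resorufin fluorescence (ex540/em590), read at 0 and 20 min after diaphorase/resazurin addition, reports the NADH left after a 5 min room-temperature reaction of 2 nM human LDH5 with 0.06 mM NADH and 0.2 mM pyruvate.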
# GRP78 ERSR act – qHTS for Inducers of the Endoplasmic Reticulum Stress Response (ERSR) in Human Glioma: qHTS; U87-MG GRP78 promoter luciferase reporter, 16 h; Potency, µM, for the others: top-dose activation, hits mostly activators; actives 0.02% (n = 420,000); AID 602332, 2012; note: potency is the fitted concentration of half-maximal effect; series mostly up to about 76 µM; % of control where 0% means no effect; nearly all actives have a fitted effect of over 35% in size
#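 ERSR induction read as luciferase luminescence (Bright-Glo, 10 min at room temperature) in stably transfected human U87-MG glioma cells exposed to compounds for 16 h, using GRP78 as sensor.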
# TrxR1 substrate – qHTS Assay for Substrates of Mammalian Selenoprotein Thioredoxin Reductase 1 (TrxR1): qHTS | Thioredoxin reductase 1, cytoplasmic (Rattus norvegicus), O89049 | purified TrxR1 substrate turnover, NADPH consumption readout | Potency, µM (top dose mostly 114 µM), inactives show top-dose activity change, negative = substrate turnover | actives 0.01% (n = 390,000) | AID 588456, 2011; note: potency is the fitted concentration of half-maximal effect; % is set by controls: 0 for no effect and ±100 for the full control effect; nearly all actives have a fitted effect of over 50% in size
# Target sequence (O89049 whole entry, looked up): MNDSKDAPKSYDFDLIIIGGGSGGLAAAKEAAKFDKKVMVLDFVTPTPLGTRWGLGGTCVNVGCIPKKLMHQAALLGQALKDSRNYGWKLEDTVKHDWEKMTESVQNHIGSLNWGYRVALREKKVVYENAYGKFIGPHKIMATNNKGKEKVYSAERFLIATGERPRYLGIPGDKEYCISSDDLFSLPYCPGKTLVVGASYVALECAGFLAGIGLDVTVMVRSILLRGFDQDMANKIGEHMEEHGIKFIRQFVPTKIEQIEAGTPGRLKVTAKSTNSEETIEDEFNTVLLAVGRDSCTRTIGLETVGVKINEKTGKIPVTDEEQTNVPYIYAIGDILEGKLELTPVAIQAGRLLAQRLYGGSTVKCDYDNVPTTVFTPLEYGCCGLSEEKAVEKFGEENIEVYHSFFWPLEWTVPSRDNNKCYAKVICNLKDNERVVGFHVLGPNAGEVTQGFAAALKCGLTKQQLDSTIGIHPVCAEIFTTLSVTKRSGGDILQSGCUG
#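 Rat TrxR1, dispensed at 90 nM, was prereduced with 400 uM NADPH (final) for 5 min at ~22 deg C, then incubated with compound 15 min before 400 uM selenite. A first-read NADPH fluorescence drop versus no-compound background flagged substrates.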
# mIDH1 inhibitor – qHTS for Inhibitors of mutant isocitrate dehydrogenase 1 (IDH1): qHTS. IDH1-R132H enzyme, NADPH consumption, diaphorase/resazurin fluorescence. Potency, µM (series often up to 76.6 µM), without a hit: top-dose activity change, negative = inhibition, hits mostly inhibitors. actives 0.093% (n = 390,000). AID 602179, 2012; note: potency is the fitted concentration of half-maximal effect; % is set by controls: 0 for no effect and ±100 for the full control effect; nearly all actives have a fitted effect of over 65% in size
#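 IDH1-R132H (0.5 ug/mL dispensed) in pH 7.5 Tris buffer was preincubated 30 min with compound, then given a substrate mix of 0.016 mM NADPH and 2 mM alpha-KG for 80 min at room temperature; remaining NADPH was read by diaphorase/resazurin fluorescence.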
# Vif-A3G inh – qHTS for Inhibitors of Vif-A3G Interactions: qHTS; DNA dC->dU-editing enzyme APOBEC-3G (Homo sapiens), Q9HC16; HeLa A3G-eYFP + Vif (tagged APOBEC3G with the HIV-1 protein that degrades it), YFP fluorescence, overnight; Potency, µM (doses to about 46.1 µM), inactives show top-dose activity, negative = active, actives largely listed as inhibitors; actives 0.076% (n = 410,000); AID 602310, 2012;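 note: potency is the fitted concentration of half-maximal effect; % is set by controls: 0 for no effect and ±100 for the full control effect; nearly all actives have a fitted effect of over 60% in size; hits raise eYFP signal because A3G escapes Vif-driven loss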
# Target sequence (Q9HC16 whole entry, looked up): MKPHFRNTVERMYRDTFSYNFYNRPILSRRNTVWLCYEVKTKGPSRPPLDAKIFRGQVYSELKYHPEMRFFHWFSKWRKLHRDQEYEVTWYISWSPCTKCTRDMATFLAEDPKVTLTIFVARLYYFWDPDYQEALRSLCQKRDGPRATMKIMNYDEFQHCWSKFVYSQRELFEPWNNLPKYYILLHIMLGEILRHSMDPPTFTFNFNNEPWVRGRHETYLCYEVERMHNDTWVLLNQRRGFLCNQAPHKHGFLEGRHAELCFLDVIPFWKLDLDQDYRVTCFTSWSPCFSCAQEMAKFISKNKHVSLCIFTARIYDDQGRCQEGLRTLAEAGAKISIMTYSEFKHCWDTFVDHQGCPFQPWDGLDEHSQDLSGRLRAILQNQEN
#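 HeLa cells stably expressing Vif and C-terminally eYFP-tagged A3G, seeded overnight at 37 deg C, then exposed to compound by pintool overnight at 37 deg C. Rise in yellow fluorescence (Ex 488/Em 500-530, Acumen) marks blocked Vif-driven A3G degradation.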
# USP1-UAF1 inh – Inhibitors of USP1/UAF1: Primary Screen; Potency, µM (highest dose often 57.1 µM), inactives show at the highest dose activity change, negative = inhibition, most hits filed as inhibitors; actives 0.23% (n = 390,000); Ubiquitin carboxyl-terminal hydrolase 1 (Homo sapiens), O94782; recombinant USP1/UAF1, Ub-Rhodamine cleavage fluorescence; AID 743255, 2014; note: potency is the fitted concentration of half-maximal effect; % is set by controls: 0 for no effect and ±100 for the full control effect; nearly all actives have a fitted effect of over 60% in size; inactives centre near -12
#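 USP1/UAF1 complex at 1 nM was preincubated with compound for 15 min at room temperature, then Ub-Rho substrate (150nM final) was added. Fluorescence (480/540 nm) was read kinetically, 6 reads every 60 seconds.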
# Numbers without * were called inactive; ? = inconclusive; · = not tested or not shown; & = joins results of further samples; [ ] = dose if it differs, or a comment. Unless noted, calls come from the whole dose curve; as a rule, active = well fitted curve in the direction sought with a large enough effect; inconclusive = small, poorly fitted or top-dose-only effect, or another doubt; inactive = no such curve, though single readings can be large; an effect the other way counts as inactive or inconclusive. The list is partial (hit frequency here may not be typical).
SMILES,Vif-A3F inh,PI4K2A inh,RXFP1 agonist,LDHA inh,GRP78 ERSR act,TrxR1 substrate,mIDH1 inhibitor,Vif-A3G inh,USP1-UAF1 inh
CCC/C=C(\CCC)C(NC(=O)Cc1ccccc1)c1ccc(C(=O)OC)cc1 (configuration not stated),3%,4,0.3%,2,-5%,2%[57.1 µM],9%,-5%,-19%
C=CCOc1nc2c(c(=O)n(Cc3ccc(Cl)c(Cl)c3)c(=O)n2C)n1C,3%,3,·,2,-5%,2%,2%,3%,-11%
Cc1ccc(-n2c(C)cc(=O)cc2C)cc1[N+](=O)[O-],0%,-4,1.9%,-3,-6%,-1%,-7%,0%,-14%
O=C(CSc1nc2cc(Cl)ccc2s1)c1cc2ccccc2o1,?,0,-0.9%,-7,-3%,-4%,12%,?,28µM*
CCc1nc2ccc(C(=O)NCCc3ccccn3)cn2c1N(C)Cc1nccs1,·,0,·,-8,-2%,·,·,-3%,·
CCCN(CCC)C(=O)COc1cc(=O)n(CC)c2ccccc12,1%,0,2.0%,-3,-1%,4%,-5%,-1%,?
CCC(C)NC(=O)Cn1c(-c2cccs2)cc2cc(Cl)ccc21 (configuration not stated),0%,-2,12%,-7,-1%,23%,-5%,-1%,1%
Nc1ncnc(Oc2cccc3cccnc23)c1[N+](=O)[O-],-4%,-4,0.9%,8,-13%,-5%,-1%,0%,1%
Cc1ccc(C(=O)NCCNC(=O)c2ccccc2)cc1,3%,1,-0.4%,-4,-5%,0%[57.1 µM],3%,-2%,-14%
Cc1ccc(N2CSC3=C(C#N)C(c4cccs4)CC(=O)N3C2)cc1 (configuration not stated),-11%,-6,15%,4,1%,-6%[57.1 µM],2%,-1%,-23%
O=C(NCCn1ccc2ccccc21)c1ccc(Cl)cc1,0%,-2,0.4%,-12,0%,-10%,-2%,3%,-11%
CCCCCc1ccc(C2=NNC(=O)CC2)cc1,4%,-3,1.0%,1,2%,-14%,2%,-8%,0%
C/C=C/C(=O)N1c2ccccc2C(C)=CC1(C)C,-10%,-4,-2.6%,-1,-3%,-18%[57.1 µM],11%,1%,-17%
CN(CC(=O)O)c1ccc(C(F)(F)F)cc1[N+](=O)[O-],-12%,-6,2.4%,-1,1%,-12%[57.1 µM],5%,-2%,-6%
COc1cc(S(=O)(=O)NCc2cccnc2)c(OC)cc1Br,1%,3,1.1%,-2,-2%,2%,3%,-1%,-1%
COc1ccc(S(=O)(=O)N2CCCCCC2)cc1NC(=O)CCCOc1ccccc1,0%,-1,0.0%,-14,4%,3%,-2%,-6%,-20%
CCOC(=O)N/N=C/c1ccc(C)o1,-5%,13,0.5%,-9,-5%,1%[57.1 µM],7%,0%,-13%
O=C1CN(C(=O)Nc2ccccc2C(F)(F)F)C(c2ccccc2)c2c(sc3c2CCCC3)N1 (configuration not stated),-6%,-3,-3.5%,-3,-4%,-5%,-13%,-1%,-17%
Cc1cccc([C@@H]2[C@@H]3C(=O)N(Cc4ccccc4)C(=O)[C@@H]3[C@]3(CC(C)C)C(=O)N(c4cccc(F)c4)C(=O)N23)c1,5%,7,0.2%,-5,-2%,-10%,13%,-6%,0%
Cc1nc2oc3c(NCc4ccccn4)ncnc3c2c2c1COC(C)(C)C2,-2%,-13,3.5%,1,-2%,168%[activator],10%,2%,-8%
O=c1cc(CO)oc(CN2CCN(c3cccc(C(F)(F)F)c3)CC2)c1O,-2%,7,-0.5%,3,-4%,-7%,3%,3%,-13%
O=C(COC(=O)C1CC2CCCC(C1)C2=O)Nc1cccc(F)c1 (configuration not stated),0%,1,-1.1%,-9,-3%,3%,4%,-2%,-2%
O=C(COc1ccccc1)Nc1nnc(-c2ccc(Cl)cc2)o1,-13%,-1,2.2%,-1,-1%,-8%,1%,2%,-6%
COC(=O)/C=C/c1ccccc1S(=O)(=O)N(Cc1ccccc1)Cc1ccco1,-21%,-12,0.0%,-3,-5%&-2%,-8%,-1%,?,-32%
CCCOc1ccc(C(=O)Nc2ccc(NC(=O)c3ccc(Br)cc3)cc2)cc1,1%,-5,3.8%,-11,5%,17%,8%,1%,?
Cc1ccc(S(=O)(=O)N2CCN(C(=O)c3cc(=O)c4ccccc4o3)CC2)cc1,-2%,0,1.5%,-4,-4%,7%[57.1 µM],2%,0%,-18%
CN(C)c1ccc(C2=Cc3ccccc3C2)cc1,·,·,·,14,7%,8%,·,?,·
COc1ccc(C(=O)COc2ccc3ccc(=O)oc3c2)cc1,-3%,4,0.0%,-5,-5%,2%,6%,1%,-14%
CN(CC(=O)Nc1ccc2c(c1)OCO2)CC(=O)Nc1ccc(F)c(F)c1F,3%,-2,·,0,-3%,2%,-3%,-5%,-25%
CCOC(=O)c1ccc(NS(=O)(=O)c2cc3c(cc2C)n(C)c(=O)c(=O)n3C)cc1,2%,-4,7.8%,-2,-3%,-13%,-4%,1%,-8%
CCOc1ccc(CNC(=O)c2ccc(Sc3ccc(Cl)cc3)c(NC(C)=O)c2)cc1OC,0%&-5%,3&-4,-0.9%&0.7%,2&-6,-3%&-3%,-3%[57.1 µM],-9%&-6%,3%&-2%,-16%&-24%
Cc1cc(C)c(C#N)c(OCC(=O)c2ccc(Br)cc2)n1,-5%,-1,-0.9%,0,-1%,2%,11%,4%,-21%
CCC(c1nc2ccccc2[nH]1)N(C(=O)C1=NNC(=O)CC1)c1ccccc1 (configuration not stated),·,1,·,-2,-2%,·,·,-2%,·
Cc1cc2[nH]c(=O)c(=O)[nH]c2cc1S(=O)(=O)NCc1ccc(Cl)cc1,1%,-1,2.2%,-3,-2%,83%[activator],-5%,-4%,-8%
COc1ccc(-c2nc(-c3ccncc3)no2)cc1OC,-6%,3,-1.5%,0,?,-4%,-4%,0%,-20%
CCOc1ccc(C2(C)CC(=O)N(C)C2=O)cc1 (configuration not stated),-13%,2,-0.4%,-3,-2%,5%,-3%,-1%,-17%
COc1cc(-c2cc(OC)c3c(C)oc(C)c3c(=O)c2)ccc1OC(=O)c1cccc(C)c1,0%,-3,-0.8%,4,-4%,-8%,-6%,-1%,-7%
CC1CCCCN1C(=O)COC(=O)Cc1c[nH]c2ccccc12 (configuration not stated),-9%,-4,·,-1,-6%,8%[57.1 µM],1%,-5%,-1%
Cc1ccccc1N/N=C1\CCCNC1=O,-16%,11,-1.3%,7,3%,11%[57.1 µM],3%,0%,-4%
Cc1cc2c(c(CO)c1CCO)C(=O)[C@@H](C)[C@@H]2O,0%,9,·,1,-1%,-4%,3%,2%,-23%
CCOc1cc(/C=C2/C(=N)N3OC(C)=CC3=NC2=O)ccc1OC,7%,5,0.4%,2,-1%,1%,7%,-1%,?
COc1ccc([N+](=O)[O-])cc1NC(=O)CCN1CCN(c2ccccc2OC)CC1,-9%,-2,-0.3%,-3,-4%,-12%,-2%,1%,-17%
Cc1ccc(/C=C2/NC(=O)N(Cc3ccccc3F)C2=O)o1,0%,4,-1.1%,11,-2%,-8%,4%,-2%,-8%
COC(=O)COc1coc(CN2CCN(c3cccc(Cl)c3)CC2)cc1=O,14%,-1,-2.1%,1,-1%,7%,2%,-6%,-18%
COc1ccc(CCN(C)C2CC(=O)N(c3ccccc3)C2=O)cc1OC (configuration not stated),-1%,-1,-1.8%,-3,-3%,12%[57.1 µM],-2%,-1%,-13%
COc1ccccc1Nc1nc(N)nc(CSc2nc(C)cc(C)n2)n1,-8%,-2,-0.3%,-1,-3%,8%,-3%,-7%,-17%
Cc1ccc(NC(=S)NNC(=O)c2ccc(N3CCOCC3)c([N+](=O)[O-])c2)cc1Cl,-11%,3,0.6%,-15,-1%,-15%,-6%,-12%,-13%
CN(CC(=O)NCCc1ccccc1)S(=O)(=O)c1ccc(Br)cc1,-2%,0,2.7%,0,-1%,-9%,-1%,-1%,-28%
COc1ccc2c(c1)CCc1c(C(=O)NCCN3CCOCC3)noc1-2,-4%,1,3.2%,5,-4%,2%,8%,1%,3%
CCOc1ccccc1CNC(=O)c1ccc(-c2nc(CSc3ccc(C)cc3)c(C)o2)cc1,-1%,1,-1.1%,-1,-3%,15%,51%[activator],-2%,1%
Cc1ccc(C)c(Cn2c(=O)n(CCCC(=O)NCCc3ccc(Cl)cc3)c(=O)c3ccccc32)c1,-12%,-2,0.2%,-5,-3%,8%,3%,-5%,-6%
CCOC(=O)c1sc(NC(=O)C2CC(=O)N(c3ccc(C)cc3)C2)nc1C (configuration not stated),1%,-6,-3.3%,-8,1%,-5%,-2%,-13%,-19%

# Screens deposited in PubChem BioAssay by National Center for Advancing Translational Sciences (NCATS).
